Vif-APOBEC3G blk – inhibitors of Vif-APOBEC3G interaction | Q9HC16 | 0.076% of 410,000 active | Potency, µM (top dose mostly 46.1 µM), inactives show at the top dose activity, negative = active, actives largely listed as inhibitors | HeLa A3G-eYFP + Vif (tagged APOBEC3G with the HIV-1 protein that degrades it), YFP fluorescence, overnight;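 note: potency is the fitted concentration of half-maximal effect; % is set by controls: 0 for no effect and ±100 for the full control effect; nearly all actives have a fitted effect of over 60% in size; hits raise eYFP signal because A3G escapes Vif-driven loss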
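Read-out is eYFP fluorescence (Ex 488/Em 500-530) from Vif-expressing HeLa A3G-eYFP cells; more signal means A3G escaped Vif-mediated degradation. Cells plated overnight, compound pinned in, incubated overnight at 37 deg C.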
ALOX12 inh – blocks human arachidonate 12S-lipoxygenase; Potency, µM (top dose mostly 108 µM), for the others: top-dose activity change, negative = inhibition, usual class: inhibitors; 1.1% of 580,000 active; purified 12hLO, xylenol orange hydroperoxide absorbance; note: potency is the fitted concentration of half-maximal effect; % is set by controls: 0 for no effect and ±100 for the full control effect
Target sequence (P18054 whole entry, looked up): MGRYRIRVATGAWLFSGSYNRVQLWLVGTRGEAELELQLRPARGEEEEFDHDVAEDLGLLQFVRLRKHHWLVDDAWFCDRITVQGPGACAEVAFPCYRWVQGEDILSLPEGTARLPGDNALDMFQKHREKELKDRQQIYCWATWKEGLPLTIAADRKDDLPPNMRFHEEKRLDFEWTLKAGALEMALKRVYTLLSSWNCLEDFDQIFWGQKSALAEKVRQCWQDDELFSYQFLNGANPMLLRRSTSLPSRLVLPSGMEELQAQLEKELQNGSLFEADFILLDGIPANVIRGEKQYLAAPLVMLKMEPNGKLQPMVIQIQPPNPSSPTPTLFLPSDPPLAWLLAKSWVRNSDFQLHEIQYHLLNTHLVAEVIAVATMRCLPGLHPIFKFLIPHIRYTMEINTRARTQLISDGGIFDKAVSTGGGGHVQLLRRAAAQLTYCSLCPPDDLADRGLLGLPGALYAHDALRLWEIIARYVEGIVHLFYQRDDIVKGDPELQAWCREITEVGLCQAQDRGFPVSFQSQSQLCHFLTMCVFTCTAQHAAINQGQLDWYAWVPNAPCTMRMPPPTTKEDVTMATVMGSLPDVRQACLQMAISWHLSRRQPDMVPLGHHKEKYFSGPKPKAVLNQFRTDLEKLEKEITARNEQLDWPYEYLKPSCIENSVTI
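Purified human 12hLO (150 nM final) in 25 mM Hepes, 0.01% Triton X-100, pH 7.0 was preincubated 15 min at room temperature with compound. Then 40 uM arachidonic acid was added, 30 min. Hydroperoxide was read by Fe-XO absorbance ratio 573/405 nm.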
Glioma ERSR ind – induces the endoplasmic reticulum stress response in human glioma cells; Potency, µM, for the others: top-dose activation, actives largely listed as activators; AID 602332; 0.02% of 420,000 active; U87-MG GRP78 promoter luciferase reporter, 16 h; note: potency is the fitted concentration of half-maximal effect; series mostly up to about 76 µM; % of control where 0% means no effect; nearly all actives have a fitted effect of over 35% in size
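ERSR induction read as luciferase luminescence (Bright-Glo, 10 min at room temperature) in stably transfected human U87-MG glioma cells exposed to compounds for 16 h, using GRP78 as sensor.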
D2 ag – activates the human D2 dopamine receptor | HEK293 T-REx D2 cells, calcium flux agonist mode | activation, % at 2 µM | 0.53% of 340,000 active | P14416;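 active = activation over 3 SD above normal in the single-dose calcium agonist read, cut at about 30% in these data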; note: 0% is about no effect
Target sequence (P14416 whole entry, looked up): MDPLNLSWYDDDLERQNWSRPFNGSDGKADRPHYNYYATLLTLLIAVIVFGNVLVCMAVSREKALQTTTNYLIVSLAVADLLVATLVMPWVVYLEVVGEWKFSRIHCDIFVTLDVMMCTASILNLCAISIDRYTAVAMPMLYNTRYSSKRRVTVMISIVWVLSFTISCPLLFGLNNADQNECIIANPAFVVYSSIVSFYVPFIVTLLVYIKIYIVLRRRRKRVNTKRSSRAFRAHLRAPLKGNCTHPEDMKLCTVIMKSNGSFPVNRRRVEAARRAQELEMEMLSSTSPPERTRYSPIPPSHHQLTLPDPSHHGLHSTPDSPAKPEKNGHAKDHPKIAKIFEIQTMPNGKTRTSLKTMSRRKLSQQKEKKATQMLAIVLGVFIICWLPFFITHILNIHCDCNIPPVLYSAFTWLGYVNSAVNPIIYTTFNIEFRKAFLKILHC
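HEK293 Trex D2 cells, tetracycline-induced, o/n 30 C 5% CO2; no-wash Ca dye, RT 30–90 min; 10-cycle baseline, 23 nl cpd added, kinetic Ca read 180 s; agonist hits = positive Ca response.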
LDHA block – blocks human lactate dehydrogenase A; P00338; purified LDHA, NADH/diaphorase-resazurin fluorescence; hits give low values; activity change, % (values are at about 110 or 230 µM); 0.15% of 480,000 active; AID 1347041; in the data active = activity change below about -30%; inconclusive = mostly about -25% to -30%;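 note: plate controls were DMSO wells for no effect and wells without enzyme for full effect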
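Remaining NADH was detected by diaphorase (0.133 mg/mL) converting 37 µM resazurin to fluorescent resorufin, read at 0 and 20 minutes. The preceding 5-minute room-temperature reaction used 2 nM LDHA, 0.2 mM sodium pyruvate and 0.06 mM NADH at pH 7.4.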
ERG Ets-DNA blk – ERG Ets/DNA interaction inhibition; P11308; 0.028% of 370,000 active; fluorescence polarization, His-ERG Ets domain / labelled DNA; AID 624246; Potency, µM (highest dose often 76.9 µM), inactives show top-dose FP activity, negative = inhibition, hits mostly inhibitors; active = well fitted inhibition curve with a large enough effect in the polarisation, with a control signal flat; inconclusive = small, poorly fitted or top-dose-only effect, or effect the other way, or a change in a side signal; inactive = no such curve, though single readings can be large or run the other way; the % refers to the polarisation;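 note: polarization taken with two DNA probes labelled with fluorescein and Texas red; potency is the fitted concentration of half-maximal effect; % of control where 0% means no effect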
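His-tagged ERG Ets domain (1 uM in the protein solution; 300mM KCl, 50mM Tris-HCl, 1mM EDTA, 1mM DTT, pH 7.5) received compound, then a probe mix of 5 nM fluorescein-DNA and 100nM Texas-615-DNA. Fluorescence polarization was read for both dyes.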
D2 antag – antagonists of human D2 dopamine receptor; HEK293 TREx D2 cells, calcium flux, dopamine EC80; inhibition, % at 10 µM; P14416; 2% of 340,000 active; in the data active = inhibition above about 30%; note: 0% is about no effect
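Antagonism is scored as inhibition of an EC80 dopamine-evoked calcium signal in a force-coupled, tetracycline-inducible HEK293 T-REx D2 line, with compound present 180 s before agonist.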
Vif-APOBEC3F blk – blocks the Vif interaction with APOBEC3F; Potency, µM (series often up to 46.1 µM), for the others: top-dose activity, negative = active; 0.2% of 390,000 active; AID 602313; HeLa A3F-eYFP + Vif (tagged APOBEC3F with the HIV-1 protein that degrades it), YFP fluorescence increase; note: potency is the fitted concentration of half-maximal effect; % of control where 0% means no effect; nearly all actives have a fitted effect of over 65% in size
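HeLa cells stably expressing Vif plus C-terminally eYFP-tagged A3F were seeded, incubated overnight at 37 deg C, dosed with compound, incubated overnight again at 37 deg C. Yellow fluorescence (Ex 488/Em 500-530) reported blocked Vif-mediated A3F-eYFP degradation.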
RGS4 inh – inhibitors of human regulator of G protein signaling 4 | AID 504845 | P49798 | Potency, µM (doses to about 114 µM), without a hit: top-dose activity change, negative = inhibition, actives largely listed as inhibitors | Transcreener GDP fluorescence polarization, RGS4-accelerated GTP hydrolysis | 0.039% of 390,000 active; note: potency is the fitted concentration of half-maximal effect; % is set by controls: 0 for no effect and ±100 for the full control effect; nearly all actives have a fitted effect of over 75% in size; some results filed as inactive show a strong effect at the top dose
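MLSMR compounds (23 nl, pin-transferred) preincubated 10 min at room temperature with a 500nM (2x) first reagent, then RGS4 at 900nM (2x) plus Transcreener GDP mix added; fluorescence polarization (620/688 nm) read before and after 90 min at 30 °C.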
* hit, by the source's call; ? = inconclusive; . = no result given; & = joins results of further samples; [ ] = dose if it differs, or a comment. Unless noted, calls come from the whole dose curve; as a rule, active = well fitted curve in the direction sought with a large enough effect; inconclusive = small, poorly fitted or top-dose-only effect, or another doubt; inactive = no such curve, though single readings can be large; an effect the other way counts as inactive or inconclusive.

Start of the listing, in advance (three entries):
SMILES	Vif-APOBEC3G blk	ALOX12 inh	Glioma ERSR ind	D2 ag	LDHA block	ERG Ets-DNA blk	D2 antag	Vif-APOBEC3F blk	RGS4 inh
COc1ccc(CCNC(=O)CN2C(=O)c3ccccc3S2(=O)=O)cc1OC	-2%	154%[activator]	-6%	0.1	-1	2%	-1	0%	-6%
CC(C)c1ccc(NC(=O)C2CSC3(C)CCC(=O)N23)cc1 (configuration not stated)	0%	-6%	?	-1.6	-1	6%	9	2%	-6%
O=C(CCN1C(=O)[C@@H]2Cc3ccccc3CN2C1=O)NCCc1ccccc1	0%	22%	-5%	-0.1	-3	-13%	-6	8%	2%

Main list (from the top)
SMILES	Vif-APOBEC3G blk	ALOX12 inh	Glioma ERSR ind	D2 ag	LDHA block	ERG Ets-DNA blk	D2 antag	Vif-APOBEC3F blk	RGS4 inh
COc1ccc(CCNC(=O)CN2C(=O)c3ccccc3S2(=O)=O)cc1OC	-2%	154%[activator]	-6%	0.1	-1	2%	-1	0%	-6%
CC(C)c1ccc(NC(=O)C2CSC3(C)CCC(=O)N23)cc1 (configuration not stated)	0%	-6%	?	-1.6	-1	6%	9	2%	-6%
O=C(CCN1C(=O)[C@@H]2Cc3ccccc3CN2C1=O)NCCc1ccccc1	0%	22%	-5%	-0.1	-3	-13%	-6	8%	2%
CC1(C)NC(=O)N(CCCCSc2ccc(Cl)cc2)C1=O	-2%	-1%	-1%	1.4	-3	-1%	-4	4%	17%
Cc1c(O)ccc(/C(Cc2ccc3ccccc3n2)=N\N)c1O	?	15%	2%	2.0	-1	-9%	-14	-4%	-24%
CC(C)=C1SC(N2CCN(Cc3ccccc3)CC2)=NC1=O	-4%	0%	-2%	-0.7	-4	3%	8	-5%	-6%
COc1ccc2ccc(OC)c(/C=N/n3cnnc3)c2c1	2%	0%	1%	.	-9	-9%	.	0%	11%
Cc1cccc(C)c1NC(=S)N1CC(C)OC(C)C1 (configuration not stated)	0%	-3%	-2%	0.4	-4	-5%	-16	0%	-9%
CCNC(=O)COC(=O)CCNC(=O)c1cccc(C)c1	-1%	?	2%	15	-8	-12%	11	4%	3%
CCCn1c(=O)c(C(=O)NNC(=O)c2cccc([N+](=O)[O-])c2)c(O)c2ccccc21	1%	6%	-4%	0.8	3	2%	19	2%	11%
CCn1nc(C)cc1C(=O)NC1CCCc2c1cnn2-c1ccc(C)c(C)c1 (configuration not stated)	-11%	3%	-1%	-0.2	-3	-9%	-10	-2%	10%
O=C(/C=C/c1ccccc1Cl)Nn1cnc2ccccc2c1=O	-17%	1%	15%	.	-8	5%	-10	-11%	?
COc1ccc(CCC(=O)Nc2ccc(S(=O)(=O)N3CCOCC3)cc2)cc1	3%	-11%	-4%	.	0	-6%	-3	-2%	-3%
CCOC(=O)N1CCN(C(=O)c2ccc3c(c2)N(C)C(=O)/C(=C\c2ccc(OCC)c(OC)c2)S3)CC1	6%	-25%	-3%	0.0	-1	0%	19	6%	51%
COC(=O)C(Cc1c[nH]c2ccccc12)NC(=O)c1cccs1 (configuration not stated)	0%	?	1%	.	1	-1%	.	-14%	-1%
O=C(COC(=O)c1ccc(S(=O)(=O)N2CCCC2)cc1)NCc1ccc(Cl)cc1	-7%	0%	-4%	-0.9	2	5%	-10	-7%	12%
COc1ccc(S(=O)(=O)N2CCC(C(=O)O)(c3ccccc3)CC2)cc1	7%	1%	-2%	-0.1	1	4%	26	1%	-21%
COc1cc(-c2cc(C(=O)NCCc3ccc(S(N)(=O)=O)cc3)c3ccccc3n2)cc(OC)c1OC	-8%	-10%	-5%	-0.6	-7	6%	-1	-14%	6%
Cc1cc2nc(-c3ccc[nH]c3=O)n(Cc3cccc(F)c3)c2cc1C	1%	19%	-1%	0.5	-5	1%	9	1%	23%
COc1ccc(C(CNC(=O)c2ccc3c(c2)C(=O)N(CCC(C)C)C3=O)N2CCOCC2)cc1 (configuration not stated)	2%	?	-5%	.	5	2%	.	.	-33%
CC(Oc1ccc2c(-c3ccccc3)cc(=O)oc2c1)C(=O)NCC1CCC(C(=O)O)CC1 (configuration not stated)	2%&-1%	-20%&-2%	-2%&-3%	-0.2&-0.1	-13&2	-4%&-3%	-1&25	-1%&-1%	0%&-10%
CCOC(=O)CC(=O)CSc1ncnc2c1nnn2-c1ccc(OC)cc1	4%	6%	-4%	0.9	0	7%	9	2%	-46%
Cc1cccc(C(=O)NCC(C)NC(=O)c2cccc(C)c2)c1 (configuration not stated)	-1%	-38%	-6%	-1.0	-3	-7%	16	2%	5%
O=C(Nc1nccs1)OCc1ccccc1	-1%	106%[activator]	2%	.	-8	-1%	.	1%	5%
CCOc1cc(/C=C2/C(=N)N3C(=NC2=O)SN=C3S(=O)(=O)C(C)C)ccc1OC(=O)c1ccco1	-12%	?	-5%	-0.5	-21	0%	0	?	-31%
FC(F)(F)c1nnc2ccc(N3CCN(c4ccccc4)CC3)nn12	0%	-16%	-1%	0.5	-3	4%	-11	5%	32%[11.4 µM]
O=c1sc2ccccc2n1Cc1ccccc1	-21%	-5%	-1%	-1.4	-8	7%	-6	-17%	12%
O=C(O)C1CCCN1C(=O)Nc1ccc(F)cc1 (configuration not stated)	0%	-5%	-3%	0.3	-1	-5%	-3	3%	-7%
Cc1ccc(NC(=O)C2CCC(CNS(=O)(=O)c3ccc4c(c3)CCCC(=O)N4)CC2)c(C)c1 (configuration not stated)	5%	-21%	-1%	.	-12	-2%	.	-2%	-6%
CN1C(=O)C2(NCCc3c2[nH]c2ccccc32)c2ccccc21 (configuration not stated)	0%	10%	-4%	-2.6	1	-2%	2	.	-6%
Cc1cc(OCC(=O)NCCN2CCOCC2)c2c(C)c(C)c(=O)oc2c1	2%	10%	-3%	0.4	-3	2%	-9	-6%	29%
COc1ccc(C2OCC3(CO2)SC(=O)NC3=O)cc1 (configuration not stated)	-1%	-22%	-4%	1.1	-13	-7%	17	4%	21%
C[C@H](NC(=O)OCc1ccccc1)C(=O)NNC(=O)[C@H](Cc1ccccc1)NC(=O)OC(C)(C)C	4%	24%	6%	0.3	-13	1%	2	5%	12%
CCOC1=C2[C@H](c3ccc(C)cc3)N(S(=O)(=O)c3ccc(C)cc3)C[C@H]2n2c(=O)n(-c3ccccc3)c(=O)n2C1	-5%	-1%	-3%	.	-7	.	.	.	.
CCN(C(=O)c1ccc(C)c(Br)c1)c1ccccc1	0%	0%	-1%	-1.4	0	-10%	2	-16%	-12%
Cc1ccc(-c2csc3ncn(Cc4ccc(C(=O)O)cc4)c(=O)c23)cc1C	-3%	-11%	-2%	0.4	-2	4%	9	2%	26%
Cc1ccccc1OCCn1cc(C(=S)N2CCCC2)c2ccccc21	-2%	?	-2%	.	0	6%	.	-8%	-25%
CC(C)C(=O)N1CCC(CN=CC2=C(O)CC(C)(C)CC2=O)CC1	0%	168%[activator]	0%	0.5	-3	-3%	6	-17%	-14%
CCc1ccc(NC2=CC(=O)CC(C)(C)C2)cc1	0%	1%	7%	0.6	-11	0%	2	3%	22%
COc1ccccc1C(=O)NC(=S)Nc1ccc(N2CCCC2)cc1	4%	?	-1%	-0.3	-1	3%	-3	-37%	-24%
CCOc1ccc(N(CC(=O)NCc2ccccc2Cl)S(=O)(=O)c2c(C)[nH]c(=O)[nH]c2=O)cc1	1%&5%	-1%&-22%	-7%&-6%	-0.9&-0.6	-8&-9	2%&3%	-22	-11%&3%	-4%&10%
Cn1ncc(C(=O)Nc2ccc(OC(F)(F)F)cc2)c1-n1cccc1	0%	0%	-2%	1.2	-2	4%	0	1%	-22%
COc1cc(NC(=O)COC(=O)CC(NC(C)=O)c2ccccc2)cc(OC)c1 (configuration not stated)	-2%	-15%	2%	0.7	3	4%	7	-23%	-2%
CC(C)(C)c1ccc(C2=NC(=O)C(CC(=O)O)S2)cc1 (configuration not stated)	0%	?	-5%	-0.4	-2	6%	14	10%	-36%
CCN1CCN(C(=S)Nc2cc(C(=O)OC)ccc2C(=O)OC)CC1	2%	-18%	-3%	-0.2	0	10%	5	5%	16%
Cc1c(NC(=O)c2ccc(-c3cccc([N+](=O)[O-])c3)o2)cccc1-c1nc2cc(Cl)ccc2o1	2%	?	1%	0.3	-3	0%	.	2%	-11%
O=C(c1ccc(CS(=O)c2cccc(Cl)c2)o1)N1CCOCC1 (configuration not stated)	-2%	-24%	?	0.3	-19	-4%	3	4%	-3%[56.9 µM]
CCCc1c(C(=O)N/N=C/c2c(OC)ccc3ccccc23)nnn1-c1nonc1N	-8%	-3%	-1%	0.3	-9	2%	3	-12%	9%
Cc1ccc(CNC(=O)Nc2ccccc2)cc1	0%	0%	1%	-2.2	-4	1%	8	0%	-37%
CCCCCCCN=C(C)c1ccccc1O	2%	-1%	-6%	0.0	-3	10%	-3	-14%	14%
Later entries:
SMILES	Vif-APOBEC3G blk	ALOX12 inh	Glioma ERSR ind	D2 ag	LDHA block	ERG Ets-DNA blk	D2 antag	Vif-APOBEC3F blk	RGS4 inh
O=c1cc(N2CCCCC2)[nH]c(=O)n1C1CCCCC1	10%	50%[activator]	1%	0.0	-12	-15%	-9	6%	21%
CC(=O)c1cccc(S(=O)(=O)NCCC(=O)Nc2ccc(S(N)(=O)=O)cc2)c1	-6%	-3%	-6%	-2.3	-6	6%	8	-2%	-18%
CCOC(=O)C1CCCN(C(=O)c2ccccc2)CC1 (configuration not stated)	-1%	6%	-3%	.	-10	.	.	.	.
COc1cccc(N2CN(C3CCCCC3)CNC2=S)c1	-2%	?	2%	-0.5	-1	2%	-4	1%	-28%

The list is partial (hit frequency here may not be typical).
